Chronic BCR inh: blocks chronic active B-cell receptor signaling | Potency, µM (doses to about 46.1 µM), for inactives: at the top dose ratio change, negative = lower green/red ratio, hits mostly inhibitors | AID 493014 | ABC-DLBCL IkBa-CBG/CBR reporter, luminescence ratio, 4 h | hit rate 0.05% among 340,000; active = well fitted inhibition curve with a large enough effect in the signal ratio, with a control signal flat, not every such curve was filed as active; inconclusive = small, poorly fitted or top-dose-only effect, or effect the other way, or a change in a side signal; the % refers to the signal ratio;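 note: potency is the fitted concentration of half-maximal effect; plate controls were basal doxycycline-induced cells for no effect and cells given 10 µM MG132 for full effect; MG132 reads +100%, hits lower the ratio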
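Concentration-response series (up to 46 uM) were applied to TMD8 dual-reporter cells for 4 h at 37C with doxycycline. Green/red ratio, after filter-overlap correction, defined %Activity; red signal alone was normalised to basal cells and zero luminescence.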
Mito fusion yeast: mitochondrial division inhibition or fusion activation; S. cerevisiae fusion-defective mutant growth rescue, CellTiterGlo 48 h; Potency, µM (titrated, usually from 46.1 µM), for the others: at the highest dose growth rescue (activation), hits mostly activators; hit rate 0.23% among 320,000; AID 485298;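 note: potency is the fitted concentration of half-maximal effect; % of control where 0% means no effect; nearly all actives have a fitted effect of over 45% in size; temperature-sensitive fusion mutants such as fzo1-1 at 37 °C on non-fermentable ethanol glycerol medium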
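Yeast fusion mutant, YPEG (non-fermentable carbon), compound, 48 h at 37C non-permissive; CellTiterGlo added, 10 min RT, luminescence read. Rescued growth = division inhibition.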
AT treatment: candidate therapy for ataxia-telangiectasia; […] A-T fibroblasts, KAP-1 phosphorylation AlphaLISA; neocarzinostatin DNA damage 30 min before lysis; Potency, µM (top dose mostly 57.5 µM), inactives show top-dose activation, hits mostly activators; hit rate 0.19% among 320,000; AID 485349; note: potency is the fitted concentration of half-maximal effect; % of control where 0% means no effect; nearly all actives have a fitted effect of over 45% in size
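hTERT-immortalized A-T patient fibroblasts ([…]), 500 cells/well in OPTI-MEM, 1% FBS, got compounds for 60 min, then NCS for 30 min at 37C. Lysates were then assayed for phospho-KAP-1 by AlphaLISA (anti-pKAP1 donor, anti-KAP1 acceptor beads), 6 hr at 25C.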
Tb PFK block: inhibitors of T. brucei phosphofructokinase; O15648; T. brucei PFK, ADP-Glo luminescence; Potency, µM (titrated, usually from 57.5 µM), inactives show at the top dose activity, negative = inhibition, hits mostly inhibitors; hit rate 0.17% among 330,000; AID 485367;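 note: potency is the fitted concentration of half-maximal effect; 0% = uninhibited 1x PFK enzyme wells and -100% = no-enzyme wells; nearly all actives have a fitted effect of over 60% in size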
Target sequence (O15648 whole entry, looked up): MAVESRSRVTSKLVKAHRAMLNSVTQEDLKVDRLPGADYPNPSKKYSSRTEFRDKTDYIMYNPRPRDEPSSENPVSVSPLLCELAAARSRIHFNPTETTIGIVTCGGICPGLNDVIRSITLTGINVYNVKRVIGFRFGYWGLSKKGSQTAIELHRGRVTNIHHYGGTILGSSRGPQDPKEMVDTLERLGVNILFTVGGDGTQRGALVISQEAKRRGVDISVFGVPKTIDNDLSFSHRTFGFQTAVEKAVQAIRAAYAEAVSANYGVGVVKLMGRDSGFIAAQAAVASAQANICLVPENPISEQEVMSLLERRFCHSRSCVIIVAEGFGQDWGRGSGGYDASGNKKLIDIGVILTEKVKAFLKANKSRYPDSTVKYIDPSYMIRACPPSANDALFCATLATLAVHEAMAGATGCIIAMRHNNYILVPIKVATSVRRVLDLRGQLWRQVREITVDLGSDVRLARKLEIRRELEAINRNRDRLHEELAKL
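Activity is normalized to no-enzyme wells (full inhibition) and 1.25 nM enzyme wells (no inhibition). Reaction: 0.5 mM F6P, 0.1 mM ATP, 45 min RT, ADP-Glo luminescence; concentration-response curves fitted and classed by quality.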
TSHR antagonist: blocks TSH signaling through the human TSH receptor; P16473; TSHR-expressing cells, TSH-stimulated cAMP HTRF, 2 h; stronger effect = lower value; activity change, negative = inhibition, % at 11.5 µM; hit rate 0.2% among 330,000; AID 504810;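 active = activity change below a set negative limit, meaning inhibition stronger than a set level, cut at about -70% in these data; inconclusive = activity change between two set negative limits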; note: % is set by controls: 0 for no effect and ±100 for the full control effect
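TSHR-expressing cells, 200/well, pre-treated with compound, then stimulated with EC80 TSH (4nM final) for 2 hours at 37 deg C. cAMP measured by competitive HTRF: anti-cAMP cryptate antibody in lysis buffer plus cAMP-d2, read after 30 minutes at room temperature.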
Eya2 phos inh: Eya2 (human) phosphatase inhibition; O00167; recombinant Eya2, OMFP fluorescence dephosphorylation (OMFP is methylfluorescein phosphate); Potency, µM (top dose mostly 76.9 µM), without a hit: top-dose activity, negative = inhibition, most hits filed as inhibitors; hit rate 0.006% among 330,000; note: potency is the fitted concentration of half-maximal effect; % is set by controls: 0 for no effect and ±100 for the full control effect
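Eya2 protein (added as 0.2 uM solution) was preincubated with compound for 10 min at ambient temperature in 50 mM HEPES pH 7.5, 50 mM NaCl, 5 uM MgCl2, 0.05% BSA, 1 mM DTT. OMFP (added at 50 uM) then reacted 10 min; fluorescence read at 485/525 nm.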
Integrin act MD: activators of alpha7 integrin expression for muscular dystrophy | alpha7betagal myoblasts, beta-gal FDG fluorescence, 48 h | Potency, µM (top dose mostly 38.3 µM), for the others: at the highest dose activation, hits mostly activators | hit rate 0.064% among 350,000 | AID 624291;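 note: potency is the fitted concentration of half-maximal effect; 100% = response of the positive control SU9516; nearly all actives have a fitted effect of over 60% in size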
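Alpha7betagal+/- myoblasts (passage 13) were plated 16-24 hr, then exposed to compounds (1:260 dilution of DMSO stock) for 48 hours at 37C. After MPER lysis, β-galactosidase reporter activity was read as FDG fluorescence (ex 480/em 540) after 30 minutes.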
TCR act: T cell receptor activation | primary human leukocytes, anti-CD3, IL-2 HTRF, 48 h | Potency, µM (titrated, usually from 9.22 µM), for inactives: at the top dose activation of IL-2 secretion, most hits filed as activators | 330,000 tested, under 10 active; note: % of control where 0% means no effect
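Activity was scored as IL-2 release from primary human leukocytes given only a TCR signal (a-CD3 beads) plus compound for 48 hr. Detection used a two-antibody HTRF format read at 665nm.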
ELG1 repair inh: inhibitors of ELG1-dependent DNA repair in HEK293T cells. HEK293T ELG1-luciferase reporter, luminescence, 16 h; DNA damage induced by 5-fluorouridine. Potency, µM (series often up to 46.1 µM), without a hit: at the highest dose activity change, negative = inhibition, actives largely listed as inhibitors. hit rate 2.3% among 330,000. AID 504467; note: potency is the fitted concentration of half-maximal effect; % is set by controls: 0 for no effect and ±100 for the full control effect; nearly all actives have a fitted effect of over 55% in size
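Luminescence from the luciferase reporter, measured 30 min after ONE-Glo reagent at room temperature, was the read-out. Beforehand, 2,000 cells per well were exposed for 16 hr at 37 °C to 5-fluorouridine together with compound or vehicle.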
PTAP TSG101 blk: blocks PTAP/TSG101 interaction to inhibit HIV-1 budding; Q99816; Fluorescence polarization, FITC-PTAP peptide / Tsg101 binding; Potency, µM (doses to about 115 µM), for the others: at the highest dose activity change, negative = inhibition, actives largely listed as inhibitors; 340,000 tested, under 10 active; AID 493005; active = well fitted inhibition curve with a large enough effect in the main read-out, with a control signal flat, not every such curve was filed as active; inconclusive = small, poorly fitted or top-dose-only effect, or effect the other way, or a change in a side signal; inactive = no such curve, though single readings can be large or run the other way; note: potency is the fitted concentration of half-maximal effect; % of control where 0% means no effect
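Fluorescence polarization binding of Tsg101 binding domain (10 uM final) to FITC-labeled PTAP peptide (50 nM final) in HEPES pH 7.5 buffer with NaCl, Tween 20, EDTA, TCEP. Compounds added before peptide; binding 20 min at RT.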
S-ASM inh: human S-ASM enzyme inhibition. P17405. placental ASM, HMU-PC fluorogenic substrate, 60 min. Potency, µM (highest dose often 57.5 µM), for the others: at the highest dose activity change, negative = inhibition, most hits filed as inhibitors. hit rate 0.006% among 340,000; note: potency is the fitted concentration of half-maximal effect
Target sequence (P17405 47-631 limits assumed): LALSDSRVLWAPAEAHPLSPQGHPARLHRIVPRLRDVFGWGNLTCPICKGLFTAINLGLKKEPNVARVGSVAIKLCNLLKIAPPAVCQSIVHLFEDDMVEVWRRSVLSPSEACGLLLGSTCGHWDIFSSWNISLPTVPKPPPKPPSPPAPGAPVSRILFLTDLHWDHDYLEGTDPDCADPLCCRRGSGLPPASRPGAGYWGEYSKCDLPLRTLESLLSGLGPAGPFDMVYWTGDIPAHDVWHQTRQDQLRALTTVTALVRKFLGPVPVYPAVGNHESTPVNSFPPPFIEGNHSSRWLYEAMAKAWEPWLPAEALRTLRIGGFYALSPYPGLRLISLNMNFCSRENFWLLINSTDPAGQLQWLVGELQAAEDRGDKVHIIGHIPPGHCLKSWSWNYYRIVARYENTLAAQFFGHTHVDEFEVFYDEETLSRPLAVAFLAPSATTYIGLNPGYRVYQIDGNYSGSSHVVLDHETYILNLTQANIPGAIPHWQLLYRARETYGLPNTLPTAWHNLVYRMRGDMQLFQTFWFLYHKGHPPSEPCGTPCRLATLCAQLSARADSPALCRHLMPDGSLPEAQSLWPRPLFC
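Human placenta-derived ASM preincubated with compound 10 min at room temperature, then reacted with 9 uM (final) fluorogenic HMU-PC substrate for 60 min at 37 C. Stop solution raises pH to 10; fluorescence read at Ex 386/Em 447 nm.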
* marks the source's active call; other numbers are inactive results; ? = inconclusive; / = no result given; & = joins results of further samples; [ ] = remark or other dose. Unless noted, calls come from the whole dose curve; as a rule, active = well fitted curve in the direction sought with a large enough effect; inconclusive = small, poorly fitted or top-dose-only effect, or another doubt; inactive = no such curve, though single readings can be large; an effect the other way counts as inactive or inconclusive.

smiles | TCR act | Eya2 phos inh | S-ASM inh | TSHR antagonist | Tb PFK block | ELG1 repair inh | Mito fusion yeast | Integrin act MD | Chronic BCR inh | AT treatment | PTAP TSG101 blk
O=C(CN1CCN(S(=O)(=O)c2ccc(Br)cc2)CC1)N/N=C/c1cccnc1 | -1%[46.1 µM] | 0% | 2% | 2 | -13% | 0% | -6% | 20% | -15% | 1% | -7%
CCOc1ccc(Br)cc1S(=O)(=O)N1CCCC1 | 0%[46.1 µM] | 5% | -5% | 6 | -6% | -4% | 6% | 32% | -7% | -2% | -5%
NC(=O)C1CCN(C(=O)c2ccc3c(=O)n(Cc4ccco4)c(SCC(=O)c4ccc(F)cc4)nc3c2)CC1 | / | 3% | / | -7 | -4% | -20% | ? | / | -1% | 2% | /
Cc1nc(C)c(C(=O)N/N=C/c2c[nH]c3ccccc23)s1 | 5% | -34% | 2% | -15 | 0% | ? | 5% | -24% | ? | 0% | -2%
O=c1[nH]ncc(NCc2ccc(Cl)cc2)c1Cl | 8% | -3% | 1% | 6 | ? | 7% | 8% | -1% | -7% | 0% | -2%
CCC1(CC)NC(=O)N(CC(=O)OCc2nc3cc(C(=O)OC)ccc3c(=O)[nH]2)C1=O | 2% | -19% | 12% | 7 | -5% | -4% | -3% | 6% | -3% | 5% | -2%
Cc1cccc(N2CCN(C(=O)c3cc4c(=O)n(C)c5ccccc5c4n3C)CC2)c1C | -5% | -2% | -26% | 2 | 0% | -1% | 1% | 10% | ? | 7% | -1%
O=C(Nc1ccccc1)N1CCCN(Cc2c(F)cccc2Cl)CC1 | 2% | 4% | -4% | 8 | -8% | -3% | -5% | -10% | -10% | 0% | 0%
COc1cc2c(cc1OC)[C@H](C)N(C(=O)NCc1ccccc1)CC2 | -5% | -24% | 0% | 0 | 2% | -24% | -5% | 9% | ? | 26% | -4%
Oc1c(C(c2ccccn2)N2CCC(Cc3ccccc3)CC2)cc(Cl)c2cccnc12 (stereo not given) | 1% | 16% | -12% | -1 | -5% | ? | 12% | -66%[inhibitor] | ? | -5% | -1%
COc1ccccc1NC(=O)CN1CCCCC1 | -1% | 14% | 4% | 8 | 9% | 2% | -3% | -1% | -14% | 9% | -4%
NC(=S)N/N=C/c1cc([N+](=O)[O-])ccc1OCCOc1ccccc1 | 1% | -18% | 3% | 3 | 2% | 24% | -5% | 10% | ? | 5% | -8%
CC(C)OC(=O)c1nnc(Cc2ccc(F)cc2)o1 | 5% | -2% | 1% | -3 | 1% | 12% | 0% | 8% | -2% | 10% | -2%
Cc1ccc(-n2cc(-c3ccccc3)c3c(NN4CCOCC4)ncnc32)cc1 | -3%[46.1 µM] | -8% | -2% | -7 | -2% | ? | ? | 9% | ? | -4% | 0%
COC(=O)C1(C(C[N+](=O)[O-])c2ccco2)C(=O)NCC1c1ccccc1 (stereo not given) | 9% | -1% | 1% | 1 | 1% | -2% | 2% | -34%[inhibitor] | ? | -3% | -3%
CCCc1cc(=O)oc2c(C)c(OCC(=O)NCCN3CCOCC3)ccc12 | 2% | -7% | 8% | -5 | -3% | 3% | -10% | -27% | ? | 1% | -7%
C(=N\Nc1nc(N2CCCC2)nc(N2CCCC2)n1)/c1ccncc1 | -8% | -1% | 0% | 30 | -3% | -20% | 1% | 6% | ? | 4% | -5%
O=C(CN1C(=O)C2CCCCC2C1=O)Nc1nccs1 (stereo not given) | 1% | -4% | 0% | 27 | -3% | -13% | 1% | -16% | 7% | 3% | -1%
O=C(Cc1ccccn1)c1ccc(O)cc1O | 6% | 8% | 2% | 0 | -2% | 1% | 0% | 1% | ? | -7% | 0%
CCN1CCN(C(c2cccs2)C(C)NS(=O)(=O)c2ccc(C)cc2)CC1 (stereo not given) | 0% | -5% | 8% | 9 | 1% | -1% | 1% | 12% | -3% | 6% | -1%
O=C(NCCN=C1NS(=O)(=O)c2ccccc21)c1ccc2nccnc2c1 | -20% | -8% | 3% | 2 | -3% | 6% | 3% | 4% | 0% | -6% | -7%
CCOC(=O)c1cc(/C(C)=N/OC(=O)c2ccc(C(C)(C)C)cc2)on1 | -8% | 4% | 6% | 0 | -2% | -13% | -23% | 5% | 1% | -6% | 1%
O=C(Cc1ccc(Br)cc1)Nc1ccc2[nH]ncc2c1 | / | 3% | 3% | 35 | -21% | ? | -2% | 8% | 0% | 2% | -2%
CCCNS(=O)(=O)c1ccc(N2CCCC2=O)c([N+](=O)[O-])c1 | 9%[46.1 µM] | 2% | 1% | 3 | -5% | -4% | -3% | 14% | 9% | 11% | 1%
COc1ccccc1C(=O)NCCCNC(=O)c1cnccn1 | 2% | 2% | 3% | 0 | 4% | 7% | 1% | ? | -8% | 2% | -3%
Cc1ccc(-n2ncc3c(SCC(N)=O)ncnc32)cc1C | -3% | 9% | 0% | 23 | -6% | ? | 3% | 0% | 2% | 20% | 1%
N/C(=N\OC(=O)CCC(=O)O)c1ncc(C(F)(F)F)cc1Cl | 1% | 1% | -4% | 3 | 0% | 6% | 5% | -17% | -2% | 4% | 1%
O=C(OC1CCCCC1=O)c1cc(=O)c2ccccc2o1 (stereo not given) | 2% | 31% | -1% | -3 | 1% | -7% | -6% | -23% | -1% | 6% | 1%
NCCCCNCCCN | -15% | -1%&14% | -1% | -6&0 | 4% | ? | 10%&9% | / | -1% | -3% | -1%
Cn1c(=O)[nH]c(=O)c2c1nc(CN1CCN(c3cccc(Cl)c3)CC1)n2Cc1ccccc1Cl | 9% | -2% | -5% | -8 | -5% | 0% | 3% | -2% | -2% | 2% | 1%

4 compounds drawn at random from those above:
smiles | TCR act | Eya2 phos inh | S-ASM inh | TSHR antagonist | Tb PFK block | ELG1 repair inh | Mito fusion yeast | Integrin act MD | Chronic BCR inh | AT treatment | PTAP TSG101 blk
O=C(NCCN=C1NS(=O)(=O)c2ccccc21)c1ccc2nccnc2c1 | -20% | -8% | 3% | 2 | -3% | 6% | 3% | 4% | 0% | -6% | -7%
COc1ccccc1C(=O)NCCCNC(=O)c1cnccn1 | 2% | 2% | 3% | 0 | 4% | 7% | 1% | ? | -8% | 2% | -3%
O=C(OC1CCCCC1=O)c1cc(=O)c2ccccc2o1 (stereo not given) | 2% | 31% | -1% | -3 | 1% | -7% | -6% | -23% | -1% | 6% | 1%
Cc1ccc(-n2ncc3c(SCC(N)=O)ncnc32)cc1C | -3% | 9% | 0% | 23 | -6% | ? | 3% | 0% | 2% | 20% | 1%

The results go on.
smiles | TCR act | Eya2 phos inh | S-ASM inh | TSHR antagonist | Tb PFK block | ELG1 repair inh | Mito fusion yeast | Integrin act MD | Chronic BCR inh | AT treatment | PTAP TSG101 blk
CC(NC(=O)CCCCCCN1C(=O)c2ccccc2C1=O)c1ccc2c(c1)CCCC2 (stereo not given) | 9%[46.1 µM] | -4% | -3% | -17 | 0% | 23µM* | 16% | -22% | 9% | 3% | -2%
O=C(O)CCNC(=O)/C(=C/c1ccco1)NC(=O)c1ccco1 | / | 8% | 8% | 7 | -5% | 3% | 1% | -17% | 5% | 1% | -10%
COc1cccc(C=Nc2ccccc2C(=O)Nc2nccs2)c1OC | 1% | -23% | / | 23 | -2% | ? | 1% | 1% | 23% | -14% | -4%
Cc1nn(CCC#N)c(N)c1C1(O)C(=O)Nc2c(Cl)cc(Cl)cc21 (stereo not given) | -2% | -6% | 4% | -12 | -1% | 12% | 4% | -25% | ? | 2% | -7%

Screening data deposited in PubChem BioAssay by National Center for Advancing Translational Sciences (NCATS).
